# Source: PubChem BioAssay (Broad Institute)
# GSK3 alpha inh: human GSK-3 alpha kinase inhibition. inhibition, % at 10 µM. ADP-Glo luminescence, 60 min. 320,000 compounds, 0.1% hits. P49840;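 in the data active = inhibition above about 50%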;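 note: GST-tagged GSK-3 alpha with peptide substrate and 25 µM ATP; 0% = DMSO neutral wells and 100% = GW8510 positive control wells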
# Target sequence (P49840 whole entry, looked up): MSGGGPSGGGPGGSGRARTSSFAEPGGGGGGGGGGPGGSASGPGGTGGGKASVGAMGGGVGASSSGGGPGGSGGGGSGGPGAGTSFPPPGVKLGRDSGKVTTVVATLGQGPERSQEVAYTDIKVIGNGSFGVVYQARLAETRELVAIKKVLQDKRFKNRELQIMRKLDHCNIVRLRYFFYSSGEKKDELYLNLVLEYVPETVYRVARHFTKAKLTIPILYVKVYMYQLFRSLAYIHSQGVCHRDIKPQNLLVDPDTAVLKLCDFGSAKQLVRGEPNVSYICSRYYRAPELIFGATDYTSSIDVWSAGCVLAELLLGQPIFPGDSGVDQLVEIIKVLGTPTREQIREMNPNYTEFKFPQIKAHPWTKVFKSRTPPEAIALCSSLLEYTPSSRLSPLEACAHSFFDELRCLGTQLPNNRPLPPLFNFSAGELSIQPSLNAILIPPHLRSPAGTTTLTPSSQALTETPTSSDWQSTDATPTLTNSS
# HDAC3 inhib: human HDAC3 inhibition | O15379 | recombinant HDAC3, fluorogenic peptide/trypsin coupled, fluorescence | inhibition, % at 8.3 µM | 320,000 compounds, 0.15% hits | AID 2718; in the data active = inhibition above about 26%, passing the limit was not always enough; inconclusive = no clear call, values can overlap the other calls
# Target sequence (O15379 whole entry, looked up): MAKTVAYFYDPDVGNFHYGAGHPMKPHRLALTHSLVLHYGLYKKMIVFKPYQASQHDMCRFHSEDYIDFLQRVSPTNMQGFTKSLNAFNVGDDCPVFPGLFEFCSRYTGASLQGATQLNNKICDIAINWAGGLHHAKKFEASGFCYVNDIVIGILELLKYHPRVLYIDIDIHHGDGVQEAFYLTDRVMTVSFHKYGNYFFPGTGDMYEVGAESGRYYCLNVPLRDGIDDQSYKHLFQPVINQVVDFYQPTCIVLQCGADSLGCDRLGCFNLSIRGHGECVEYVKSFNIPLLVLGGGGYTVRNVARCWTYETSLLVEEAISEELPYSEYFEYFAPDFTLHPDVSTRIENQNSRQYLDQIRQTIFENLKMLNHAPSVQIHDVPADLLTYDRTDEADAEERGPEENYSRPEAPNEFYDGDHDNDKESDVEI
# The depositor's hits bear a star; u = inconclusive. Not all compounds are listed (hit frequency here may not be typical).
SMILES,GSK3 alpha inh,HDAC3 inhib
CC(C)CC1NC(=O)N(CC(=O)Nc2ccc3c(c2)OCCO3)C1=O (stereo unspecified),-1,1
Cc1ccc(S(=O)(=O)N2[C@@H](c3ccc(C(C)(C)C)cc3)C(C(=O)O)=CC[C@H]2c2ccc3c(c2)OCO3)cc1,-6,-6
Cc1sc2nc(CN3CCCC3)nc(N3CCN(S(=O)(=O)c4cccc(F)c4)CC3)c2c1C,1,1
Cc1cc(C)cc(OCC(=O)N(C)CC(=O)Nc2ccc(Cl)c(C(F)(F)F)c2)c1,-3,9
CCCCCCCCOc1ccc(C(=O)O)cc1,-5,8
COc1ccc(OC)c(NC(=O)COC(=O)CCc2nc3ccccc3c(=O)[nH]2)c1,-1,-2
NC(=O)c1ccc(NC(=O)COC(=O)c2ccc3ccccc3n2)cc1,4,0
CCCCNC(=O)c1ccc(NC(=O)CC2SC(N3CCCC3)=NC2=O)cc1 (stereo unspecified),15,-8
CC1(C)O[C@@H]2[C@H](O1)[C@@H](COS(=O)(=O)O)O[C@H]2n1cnc2c(N)ncnc21,-3,-2
O=C(NNC(=O)c1ccc(F)c(S(=O)(=O)N2CCOCC2)c1)c1ccc(Br)cc1,-3,11
COc1ccccc1-c1nn(-c2ccccc2)cc1C(=O)NC1CC1,-2,7
Cc1cc(C)cc(OCC(=O)OCC(=O)Nc2cc(S(=O)(=O)N3CCOCC3)ccc2C)c1,-2,-3
CN(C(=O)COC(=O)Cc1ccccc1[N+](=O)[O-])C1CCS(=O)(=O)C1 (stereo unspecified),-1,6
CSCCC(NC(=O)COc1ccccc1)C(=O)N1CC(C)OC(C)C1 (stereo unspecified),0,5
CN(C)C1(CNC(=O)c2cccc(S(=O)(=O)NCc3ccccc3)c2)CCCCC1,6,-2
CSCCC(NC(=O)COc1ccccc1)C(=O)NCCOc1ccccc1 (stereo unspecified),-6,-7
Cc1oc(-c2ccccc2)nc1C(=O)OCC(=O)NC(C)c1ccccc1 (stereo unspecified),16,-3
O=C(OCC(=O)N1CCCC1=O)C1CCN(S(=O)(=O)c2ccc(Cl)c(C(F)(F)F)c2)CC1,3,3
CCOC(=O)c1c(C)[nH]c(C(=O)OCC(=O)Nc2ccccc2)c1C,-1,2
O=C(CCNS(=O)(=O)c1ccccc1Cl)OCc1nnc(-c2ccccc2Cl)o1,1,1
Cc1cc(C(=O)NNC(=O)c2ccccc2[N+](=O)[O-])c(C)o1,-3,5
CC(NC(=O)c1cccc(S(=O)(=O)N2CCc3ccccc3C2)c1)c1ccco1 (stereo unspecified),-3,1
O=C(COC(=O)C1=COCCO1)Nc1ccc([N+](=O)[O-])cc1C(F)(F)F,2,10
Cc1ccc(OCCNC(=O)c2cccc(S(=O)(=O)N3CCN(C)CC3)c2)cc1,0,0
O=C(Nc1cc(C(F)(F)F)ccc1-n1cncn1)c1cn2ccccc2n1,-2,-2

# Structures from the list above that have sulfur:
SMILES,GSK3 alpha inh,HDAC3 inhib
Cc1ccc(S(=O)(=O)N2[C@@H](c3ccc(C(C)(C)C)cc3)C(C(=O)O)=CC[C@H]2c2ccc3c(c2)OCO3)cc1,-6,-6
Cc1sc2nc(CN3CCCC3)nc(N3CCN(S(=O)(=O)c4cccc(F)c4)CC3)c2c1C,1,1
CCCCNC(=O)c1ccc(NC(=O)CC2SC(N3CCCC3)=NC2=O)cc1 (stereo unspecified),15,-8
CC1(C)O[C@@H]2[C@H](O1)[C@@H](COS(=O)(=O)O)O[C@H]2n1cnc2c(N)ncnc21,-3,-2
O=C(NNC(=O)c1ccc(F)c(S(=O)(=O)N2CCOCC2)c1)c1ccc(Br)cc1,-3,11
Cc1cc(C)cc(OCC(=O)OCC(=O)Nc2cc(S(=O)(=O)N3CCOCC3)ccc2C)c1,-2,-3
CN(C(=O)COC(=O)Cc1ccccc1[N+](=O)[O-])C1CCS(=O)(=O)C1 (stereo unspecified),-1,6
CSCCC(NC(=O)COc1ccccc1)C(=O)N1CC(C)OC(C)C1 (stereo unspecified),0,5
CN(C)C1(CNC(=O)c2cccc(S(=O)(=O)NCc3ccccc3)c2)CCCCC1,6,-2
CSCCC(NC(=O)COc1ccccc1)C(=O)NCCOc1ccccc1 (stereo unspecified),-6,-7
O=C(OCC(=O)N1CCCC1=O)C1CCN(S(=O)(=O)c2ccc(Cl)c(C(F)(F)F)c2)CC1,3,3
O=C(CCNS(=O)(=O)c1ccccc1Cl)OCc1nnc(-c2ccccc2Cl)o1,1,1
CC(NC(=O)c1cccc(S(=O)(=O)N2CCc3ccccc3C2)c1)c1ccco1 (stereo unspecified),-3,1
Cc1ccc(OCCNC(=O)c2cccc(S(=O)(=O)N3CCN(C)CC3)c2)cc1,0,0

# Additional results follow.
SMILES,GSK3 alpha inh,HDAC3 inhib
CCN(CC(=O)NCc1cccs1)CC(=O)Nc1ccccc1C,-1,-3
CC(=O)NC12CC3CC(C1)CC(C(=O)NCC(=O)Nc1c(C)cc(C)cc1C)(C3)C2,-8,3
CC1CCN(C(=O)c2ccc(N3CCOCC3)c([N+](=O)[O-])c2)CC1,-3,4
Cc1cccc(C)c1NC(=O)CN(C)C(=O)C1CCCCC1,4,5
N#Cc1ccccc1S(=O)(=O)N1CCN(C(=O)c2cn(-c3ccccc3)nc2-c2cccnc2)CC1,-1,0
CCN1C(=NCCCOC(C)C)N[C@@H](CCc2ccccc2)[C@H](C(=O)NCCCOC(C)C)[C@H]1C,1,-2
O=C(COc1ccc(-c2ccccc2)cc1)NNC(=O)Nc1ccccc1,-2,-9
COc1ccccc1C(=O)NC(=O)CSc1nc2nc(C)cc(C)n2n1,6,4
COc1ccc(S(=O)(=O)N2CCC(C(=O)NC(c3nc4ccccc4[nH]3)C(C)C)CC2)cc1 (stereo unspecified),-3,-1
Cc1ccc(OCCOc2ccc(S(=O)(=O)N3CCCC3)cc2C(N)=O)cc1,5,7
O=C(COC(=O)Cn1cc(C(F)(F)F)ccc1=O)Nc1ccccc1,-1,8
Cc1c(NC(=O)COC(=O)/C=C/c2ccccc2Br)c(=O)n(-c2ccccc2)n1C,-2,4
COc1ccc(Cl)cc1C(=O)OCC(=O)Nc1cccnc1Cl,-2,-3
O=C(OCC(=O)N1CCN(C(=O)c2ccco2)CC1)c1cncc(Br)c1,0,6
COc1ccc(NC(=O)CSc2nnc(C3CC3)n2C)cc1S(=O)(=O)N1CCOCC1,0,0
CC(=O)N1N=C(c2ccc(NS(=O)(=O)c3ccccc3)cc2)CC1c1ccco1 (stereo unspecified),-3,5
COc1cccc(NC(=O)COC(=O)C2CC2)c1,-1,-1
Cc1ccc(C)c(NC(=O)CN(C)C(=O)CN2C(=O)NC3(CCc4ccccc43)C2=O)c1 (stereo unspecified),-4,-9
Clc1cc2cccnc2c2ncccc12,3,2
CC[C@]12c3[nH]c4ccccc4c3CCN1C(=O)C(CC(=O)NCCCOC)C[C@@H]2C(=O)N1CCN(C(=O)C2CC2)CC1 (stereo partly specified),1,-1
Cc1noc(C)c1COc1ccccc1C(=O)N(C)Cc1ccc(C(C)(C)C)cc1,1,9
COc1ccc(Cl)cc1NC(=O)COC(=O)C1COc2ccccc2O1 (stereo unspecified),4,-5
CC(=O)c1cccc(NC(=O)COC(=O)C2CCCN2C(=O)c2cccs2)c1 (stereo unspecified),-3,-7
COc1ccc(C(C)=O)cc1COC(=O)CCC(=O)c1cccs1,1,-4
CC(=O)NS(=O)(=O)c1ccc(NC(=O)c2ccc(S(=O)(=O)N3CCCC3)cc2)cc1,1,2
SMILES,GSK3 alpha inh,HDAC3 inhib
COc1cc(NC(=O)c2cccc(S(=O)(=O)N3CCCCC3)c2)cc(OC)c1OC,-2,4
CCN(CC(=O)Nc1c(F)cccc1F)C(=O)Cc1ccsc1,-7,-5
Cc1ccc(C(=O)OCC(=O)NCc2cc(C)c(O)c(C)c2)cc1S(=O)(=O)N1CCCCC1,-1,-1
Cc1cccc(C(=O)NCC(=O)OCc2nc(N)nc(Nc3ccccc3C)n2)c1,-2,0
CN(CC(=O)Nc1ccc(F)c(F)c1F)C(=O)c1ccc(-n2cncn2)cc1,-3,-5
O=C(COC(=O)C1COc2ccccc2O1)Nc1ccc(Cl)cc1 (stereo unspecified),4,2
CCOc1ccc(NC(C)=O)cc1N,2,5
CC(C)[C@@]1(c2ccccc2)ON(c2ccccc2C(F)(F)F)C1=O,-1,1
O=C(NN=Cc1ccc(F)cc1)c1ccccc1NS(=O)(=O)c1cccs1,-1,5
O=C(c1ccc(N2CCOCC2)c([N+](=O)[O-])c1)N1CCN(c2ccccc2F)CC1,-3,6
Cc1sc2ncn(CC(=O)NC3CCCCC3)c(=O)c2c1C,-2,1
C/C(=N\OCC(=O)OCC(=O)N(C)c1ccccc1)c1ccc2c(c1)OCO2,-5,0
CC(C)[C@@]1(c2ccc(Cl)cc2)ON(c2ccccc2C(F)(F)F)C1=O,0,7
CC(C)(C)c1ccc(C(=O)NCC(=O)OCC(=O)NC(=O)NC2CCCC2)cc1,-2,2
CCCN(C(=O)c1nc2nccc(C)n2n1)c1c(N)n(Cc2ccccc2)c(=O)[nH]c1=O,3,-11
CN(CC(=O)Nc1ccc(Cl)c(C(F)(F)F)c1)C(=O)c1cc(=O)c2ccccc2o1,-3,-1
CSc1ncccc1C(=O)OCC(=O)Nc1ccc(N2CCOCC2)cc1,-2,5
Cc1ccc(NC(=O)CN(C)C(=O)COC(=O)c2ccc(Cl)cc2O)cc1,0,-3
O=C(CCNC(=O)c1ccco1)NCc1ccc(C(=O)O)cc1,-1,-11
COc1ccc(S(=O)(=O)N2CCOCC2)cc1NC(=O)c1sccc1C,-3,-9
COc1ccc2c(c1)[C@H]1[C@H](CO2)[C@H](c2ccccc2)[C@]2(C)C(=O)N(Cc3ccc(C)cc3)CC(=O)N12,-2,14
O=C(Nc1nc2ccc(F)cc2s1)C1CC(=O)N(c2ccc3c(c2)OCCO3)C1 (stereo unspecified),-2,6
O=C(Nc1ccccc1F)C1CCCN1S(=O)(=O)c1ccc(Cl)cc1 (stereo unspecified),-1,1
Cn1c(SCC(=O)Nc2sccc2C(N)=O)nc2ccccc2c1=O,0,-12
COc1ccc2oc(C(=O)Nc3nnc(C)s3)c(C)c2c1,-1,-5
SMILES,GSK3 alpha inh,HDAC3 inhib
CC1CC(C)CN(CC(=O)NNC(=O)COc2ccc(Cl)cc2)C1 (stereo unspecified),-1,-4
COCCCNC(=O)CC1C[C@H](C(=O)N2CCOCC2)[C@@]2(C)c3[nH]c4ccccc4c3CCN2C1=O (stereo partly specified),-3,7
O=C(OCC(=O)N1CCCCC1)c1ccc2ccccc2n1,0,7
O=C1NC(Cc2ccc(O)cc2)c2nc3ccccc3c(=O)n2-c2ccccc21 (stereo unspecified),-3,-7
CCc1ccc(S(=O)(=O)N2c3ccc(C)cc3C3CN(C)CCC32)cc1 (stereo unspecified),1,-1
CCCC1(c2ccccc2)NC(=O)N(CC(=O)Nc2ccc3c(c2)OCCO3)C1=O (stereo unspecified),0,2
O=S(=O)(NC1=NCCCCC1)c1ccc(F)cc1F,-1,-7
Cc1nnnn1/C(=C\c1ccccc1)C(=O)OCC(=O)Nc1cccc(S(=O)(=O)N(C)C)c1,0,7
COc1cc(/C=C/C(=O)O)cc(S(=O)(=O)NNC(=O)c2ccc3c(c2)OCO3)c1OC,2,-3
COc1ccc(-c2csc(NC(=O)c3cccc(N4C(=O)CCC4=O)c3)n2)cc1OC,-4,4
CC(C)(C)OC(=O)N1CCN(C(=O)c2nc[nH]c2C(=O)N2CCN(C(=O)OC(C)(C)C)CC2)CC1,2,-5
CC(NC(=O)CN1CCN(C(=O)c2cccs2)CC1)c1ccc(F)cc1F (stereo unspecified),-4,1
O=S(=O)(Nc1nc2ccccc2nc1N1CCN(CCO)CC1)c1cc(F)ccc1F,13,4
COc1ccccc1C(=O)NC(CCSC)C(=O)OCC(=O)N1CCCC1=O (stereo unspecified),-3,1
COc1ccc(N2CCN(C(=O)c3ccc(S(=O)(=O)NCc4ccco4)cc3)CC2)cc1,1,-6
CN(C)S(=O)(=O)c1ccc(Cl)c(NC(=O)CNC2(C)CCS(=O)(=O)C2)c1 (stereo unspecified),0,2
C=CC(C)(O)CCCC(C)CCCC(C)CCCC(C)C (stereo unspecified),-2,4
Cc1cccc(C)c1Nc1nnc(SCC(=O)NCCCN2CCCC2=O)s1,-6,1
COc1ccc(CNC(=O)CCCN2C(=O)NC3(CCCC3)C2=O)cc1,1,0
O=C(CN(Cc1ccco1)C(=O)c1ccc(F)cc1F)Nc1ccccc1C(F)(F)F,-1,0
COc1cc(CC(=O)N2CCN(C(=O)C3CCCO3)CC2)cc(OC)c1OC (stereo unspecified),-2,0
CC(=O)c1ccc(S(=O)(=O)N(C)CC(=O)NCc2ccco2)cc1,1,1
COc1ccc(NC(=O)CCOc2ccc(C)cc2)cc1S(=O)(=O)N1CCCCC1,2,2
COc1ccc(OC)c(NC(=O)c2cc3c(cc2Cl)N2CCCCCC2=NS3(=O)=O)c1,-1,-3
C[C@]12c3[nH]c4ccccc4c3CCN1C(=O)C(CC(=O)NCCN1CCOCC1)C[C@@H]2C(=O)N1CCOCC1 (stereo partly specified),-1,0
SMILES,GSK3 alpha inh,HDAC3 inhib
Cc1nn(CC(=O)NC2CCS(=O)(=O)C2)c(C)c1[N+](=O)[O-] (stereo unspecified),-2,-12
Cc1ccccc1NC(=O)COC(=O)c1cc(S(=O)(=O)N2CCOCC2)ccc1C,-1,-1
COc1ccccc1N(CCC#N)C(=S)Nc1ccc(S(=O)(=O)N2CCOCC2)cc1,-1,11
C[C@H](CO)N1C[C@H](C)[C@@H](CN(C)Cc2ccncc2)Oc2c(NS(=O)(=O)c3ccc(Cl)cc3)cccc2C1=O,-1,-7
COc1ccccc1CNC(=O)CN1c2cccc3cccc(c23)S1(=O)=O,-6,-6
Cc1cc(Br)c(NC(=O)CSc2n[nH]c(N)n2)c(Br)c1,-1,1
CSc1ccccc1NC(=O)CN(C)CC(=O)Nc1ccc(S(=O)(=O)N2CCCC2)cc1,-5,-2
CCOc1ccccc1NC(=O)CN1C(=O)NC(Cc2c[nH]c3ccccc23)C1=O (stereo unspecified),-1,4
CC(C)n1ncc2c(C(=O)Nc3ccc(S(N)(=O)=O)cc3)cc(C3CC3)nc21,1,-1
CC(CCl)OC(C)CCl (stereo unspecified),1,u
